High-throughput results: PubChem, several laboratories
NS5 inhibitors: Dengue-2 NS5 methyltransferase inhibitors, primary screen, biochemical, confirmation dose response (AID 588689). Genome polyprotein (Dengue virus type 2 (strain 16681-PDK53)). Dengue-2 NS5 methyltransferase capping enzyme assay, biochemical; higher % means a stronger effect. one-dose inhibition, % at 25 µM; IC50 in µM for titrated hits. actives 0.3% (n = 340,000); in the data active = a potency from the dose series; inconclusive = inhibition above about 29% without an active follow-up result
WT yeast gro inh: growth inhibition of WT strain, primary screen, mitochondrial fusion inhibitor project, WT and mutant strains, chemical genetic. mitochondrial fusion phenotypic screen. inhibition, % at 10 µM. actives 2.1% (n = 190,000); in the data active = inhibition above about 58%; tested in S. cerevisiae
West Nile virus CPE: West Nile virus antiviral activity, cell-based, CPE readout (AID 1621) | West Nile virus-infected cells, CPE inhibition; higher % means a stronger effect | CPE inhibition, % at 10 µM; hits with a dose series show IC50 in µM | actives 0.02% (n = 290,000); in the data active = a potency from the dose series; inconclusive = CPE inhibition mostly from about 3.7% at the one dose, without a potency; inactive = the rest, 99 in 100 with CPE inhibition below about 2.2%; also: strong numbers were not always called active
XIAP displacement: XIAP antagonists, biochemical, IAP family, fluorescence polarization (AID 1018) | E3 ubiquitin-protein ligase XIAP (Homo sapiens) | XIAP BIR domain, fluorescence polarization peptide displacement; higher % means a stronger effect | displacement, % at 20 µM, or IC50 in µM where a hit was titrated | actives 0.007% (n = 200,000); in the data active = displacement above about 50%; also: a part of the inactive calls stands beside numbers as strong as those of hits
Large T inhibition: SV40 large T antigen inhibitors, biochemical (AID 1903); SV40 large T antigen ATPase/helicase inhibition assay; higher % means a stronger effect; inhibition, % at 20 µM; hits with a dose series show IC50 in µM; actives 0.39% (n = 310,000); in the data active = a potency from the dose series; inconclusive = inhibition mostly from about 32% at the one dose, without a potency; inactive = the rest, 99 in 100 with inhibition below about 32%; also: strong numbers were not always called active
RSV CPE inhibition: RSV antiviral activity via CPE protection, HEp-2 cells, primary 10 µM value included (AID 2391); HEp-2 cells, RSV-induced CPE inhibition; higher % means a stronger effect; actives 0.13% (n = 310,000); CPE inhibition, % at 10 µM; hits with a dose series show IC50 in µM; in the data active = a potency from the dose series; inconclusive = CPE inhibition mostly from about 23% at the one dose, without a potency; inactive = the rest, 99 in 100 with CPE inhibition below about 21%; also: strong numbers were not always called active
ER stress rescue: rescue of cells from ER stress-induced death, primary screen, 384-well, CSM14.1, thapsigargin, ATP luminescence (AID 1222); CSM14.1 thapsigargin-induced death rescue, ATP luminescence; higher % means a stronger effect; one-dose cellular ATP content (survival), % at 20 µM; EC50 in µM for titrated hits; 190,000 tested, under 10 active;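 active = EC50 below 50 µM in the dose-response confirmation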;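 also: death triggered by thapsigargin at about 15 µM added after 2 h compound pretreatment; cell ATP read after overnight thapsigargin exposure of roughly 18 to 22 hours; normalized against plate controls of thapsigargin alone and 5% DMSO vehicle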
K1F lysis inhibition: inhibition of K1F phage lysis, E. coli UTI89, bacterial capsule biogenesis inhibitors, alamar blue (AID 488966); E. coli UTI89 K1F phage lysis, alamar blue, 2 h; higher % means a stronger effect; actives 0.02% (n = 340,000); inhibition, % at 100 µM; hits with a dose series show IC50 in µM;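 active = phage lysis inhibition, versus mean bacterial control, above a set limit; inconclusive = no clear call, values can overlap the other calls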;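 also: capsule biogenesis inhibitors block K1F phage lysis so surviving cells raise fluorescence; higher fluorescence means more inhibition of phage lysis; actives were called in the ten point dose series up to 300 µM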
Yfh1-off respiration: enhancers of respiration in Yfh1-depleted yeast, dose response, Friedreich's ataxia, plus single-dose screen (AID 1465) | S. cerevisiae Yfh1-off respiration, WST-1 reduction, 72 h; higher fold induction means a stronger effect | fold induction at 50 µM, or EC50 in µM where a hit was titrated | actives 0.074% (n = 220,000);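 active = fold induction of absorbance versus untreated yeast above a set limit, then at least 30% activation at any dose in follow-up; inconclusive = repeats straddling the limit, or above it without dose testing; inactive = fold induction below the set limit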;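 also: activators that raise dye reduction in frataxin-depleted yeast; strong numbers were not always called active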
WT yeast gro inh mutant strain: also measured in WT yeast gro inh; calls as there; inhibition, %; mitochondrial fusion phenotypic screen, mutant strain inhibition
NS5 inhibitors pilot replicate: recorded beside NS5 inhibitors, whose call it bears; inhibition, %; measured here: pilot screen replicate inhibition
Numbers without * were called inactive; i = inactive; ? = inconclusive; / = not tested or not shown; [ ] = another dose, or the depositor's remark.

SMILES	NS5 inhibitors	WT yeast gro inh	WT yeast gro inh mutant strain	West Nile virus CPE	XIAP displacement	Large T inhibition	RSV CPE inhibition	ER stress rescue	K1F lysis inhibition	Yfh1-off respiration	others
COc1ccc(OC)c(NC(=O)CNC(=O)c2cccs2)c1	-4%	-10	2	-0.1%	-2.8%	1%	2.9%	-0.5%	0.3%	i	NS5 inhibitors pilot replicate=1.1
O=C(NC(=O)C(F)(F)F)Nc1ccc(S(=O)(=O)Nc2nccs2)cc1	-8%	/	/	0.4%	/	13%	-0.1%	/	-1.0%	/
CCN(C(=O)COC(=O)CN(C)S(=O)(=O)c1ccc(NC(C)=O)cc1)C1CCS(=O)(=O)C1 (stereo unspecified)	3%	/	/	-0.3%	/	6%	1.5%	/	1.6%[50 µM]	/
Cc1ccc2c(C(=O)CN3CCC(C(N)=O)CC3)c(C)[nH]c2c1	-2%	/	/	-0.4%	/	6%	-0.7%	/	0.2%	/
c1ccc2c(-c3nc(C4CCCCC4)no3)cc(-c3ccncc3)nc2c1	-7%	43	44	2.0%	-3.0%	10%	-2.7%	/	3.7%	i
Cc1ccc(C)c(NC(=O)C(OC(=O)c2ccc(NC(=O)CC#N)cc2)c2ccccc2)c1 (stereo unspecified)	-1%	/	/	/	/	11%	2.5%	/	0.3%[50 µM]	/
CC(C)CNS(=O)(=O)c1ccc(CCC(=O)NCc2ccc(Cl)cc2)cc1	-8%	/	/	-1.3%	/	29%	0.4%	/	-0.2%	/
Cc1ccccc1Cn1ccc(NC(=O)c2nn(C)cc2[N+](=O)[O-])n1	-4%	21	1	13%	-4.8%	2%	1.3%	-0.6%	1.3%[50 µM]	i
CC(C)CCn1c(N)c(S(=O)(=O)c2cccs2)c2nc3ccccc3nc21	-2%	-4	4	1.1%	-3.9%	-3%	8.7%	/	2.4%	i
Cc1cccc(NC(=S)NNc2cccc(Cl)c2)c1	-2%	/	/	-0.2%	/	24%	9.7%	/	0.3%	/
O=S(=O)(Nc1ccccc1N1CCCCC1)c1ccc(F)cc1F	4%	9	-8	-0.8%	1.0%	2%	1.1%	-0.8%	2.4%	i
CC(=O)c1ccc(Oc2ccc(C(=O)c3ccc(C)c(C)c3)cc2[N+](=O)[O-])cc1	7%	16	-25	0.7%	-8.1%	6%	22%	-2.0%	3.0%	i
CN(C)S(=O)(=O)c1ccc(S(=O)(=O)NCc2cccs2)cc1	-2%	/	/	-0.4%	/	13%	0.9%	/	0.2%	/
CN1CCN(c2ccc(S(=O)(=O)N3CCCCC3)cc2NC(=O)COc2ccc([N+](=O)[O-])cc2)CC1	-1%	/	/	/	/	4%	-0.2%	/	1.0%[50 µM]	/
O=C(C[n+]1ccc(C(=O)N/N=C/c2ccc(OCc3ccccc3)cc2)cc1)c1ccccc1	-9%	0	-10	0.2%	17%	5%	0.0%	-1.3%	6.0%	i
COCCC(=O)N1CCC(Oc2ccc(C(=O)N3CCCCCC3)cc2)CC1	6%	/	/	-0.3%	/	10%	3.5%	/	0.2%	/
CCCn1c(=O)c2c(nc3n2CCCN3CCc2ccccc2)n(C)c1=O	-5%	/	/	-1.4%	/	8%	8.0%	/	-0.4%[50 µM]	/
O=C(CN1CCCCCC1)Nc1ccc([N+](=O)[O-])cc1Br	-13%	/	/	0.2%	/	6%	2.9%	/	0.0%	/
Cc1ccc(NC(=O)C(OC(=O)c2cc(C)oc2C)c2ccccc2)cc1 (stereo unspecified)	-9%	23	7	-0.5%	3.2%	-2%	20%	1.1%	4.7%	i
COc1ccccc1CNC(=O)/C=C/C(=O)O	-1%	/	/	0.3%	/	8%	0.0%	/	-2.0%	i
Cc1c(Cl)cccc1NC(=S)N(CCN(C)C)C(C)c1ccccn1 (stereo unspecified)	-4%	12	-5	-0.2%	-1.7%	6%	-0.6%	-0.6%	0.5%	i
Cn1c(CCNC(=O)C(C)(C)C)nc2ccccc21	-2%	-1	-8	-0.1%	-4.9%	9%	2.8%	-1.1%	0.3%	i
O=C(CN1CCOCC1)N/N=C/c1ccco1	2%	-13	2	0.6%	-7.1%	6%	1.6%	1.8%	2.5%	i
Cc1cccc(N2CCN(C(=O)C3CCN(S(=O)(=O)c4cccc5nsnc45)CC3)CC2C)c1 (stereo unspecified)	2%	14	20	1.8%	-14%	4%	18%	-3.4%	4.9%	i
CC1CC(C#N)N(N(C)C)C1=C(C#N)C#N (stereo unspecified)	8%	/	/	0.2%	/	8%	/	/	0.8%	i
CC(=O)Nc1ccc(NC(=O)Cc2sc(C)nc2-c2ccc(C)cc2)cc1	1%	-17	0	-0.1%	-4.6%	-2%	1.3%	0.0%	3.3%[50 µM]	i
CC(NCc1ccc2c(c1)OCO2)c1ccccc1 (stereo unspecified)	0%	/	/	-0.7%	/	6%	-0.7%	/	0.2%	/
COc1ccc(CN(C(=O)c2nsc(Cl)c2Cl)C(C(=O)NC2CCCC2)c2ccc(C)cc2)cc1 (stereo unspecified)	-4%	40	-6	-1.6%	-5.8%	15%	8.0%	-1.8%	0.2%	i
Cc1cc(S(=O)(=O)Nc2cccnc2)c(C)s1	9%	-17	-4	0.7%	-1.5%	0%	0.3%	1.1%	-2.0%	i
O=S(=O)(Nc1nc2ccc(S(=O)(=O)N3CCCC3)cc2s1)c1ccc(F)cc1	-3%	6	16	0.3%	-3.0%	7%	2.1%	-0.9%	0.0%	i
COc1ccc2c(c1)O[C@H](c1ccc3c(c1)OCO3)[C@@H](OC(=O)N[C@H]1CCCc3ccccc31)C2=O	/	12	-2	-0.1%	-1.5%	4%	-1.1%	-0.8%	/	i
O=C(CCN1C(=O)C2C3C=CC(C3)C2C1=O)Nc1ccc(F)cc1 (stereo unspecified)	/	-3	-2	-0.1%	-2.2%	12%	-0.1%	-0.3%	0.1%	i
COc1ccc(C2C(C(=O)Nc3ccccn3)=C(C)Nc3ncnn32)c(OC)c1 (stereo unspecified)	-1%	6	7	-0.1%	-1.3%	-2%	2.9%	/	-1.6%	i
Fc1ccccc1Cc1ccc(Cl)nn1	-8%	1	-2	0.4%	-9.2%	20%	-2.6%	0.4%	1.6%	i
COc1cc2c(cc1OC)C(/C(C#N)=N\O)=NC(C)(C)C2	-1%	-15	4	0.1%	1.4%	1%	1.9%	-0.4%	-0.1%[50 µM]	i
Cc1cc(NS(=O)(=O)c2ccc(NC(=O)N[C@H](C(=O)O)C(C)C)cc2)no1	-1%	/	/	0.2%	/	4%	1.7%	/	0.1%	/
O=C(c1ccco1)N1CCN(CC(O)Cn2c3ccccc3c3ccccc32)CC1 (stereo unspecified)	-3%	12	21	?	-1.5%	18%	2.5%	-0.7%	-0.3%	i
COc1cc(-c2nnc(NC(=O)CS(=O)(=O)c3ccc(F)cc3)o2)cc(OC)c1OC	-1%	/	/	/	/	13%	-1.9%	/	0.8%[50 µM]	/
CCCn1c(=O)c2ccccc2n2c(SC(C)C(N)=O)nnc12 (stereo unspecified)	-1%	/	/	-0.3%	/	1%	1.4%	/	0.1%	/
CCN(CC)C(=O)CS(=O)CC(=O)Nc1cc(OCCOC)c(Cl)cc1Cl (stereo unspecified)	7%	6	-4	-1.0%	-2.9%	5%	-0.9%	0.9%	6.4%	i

Two entries drawn at random from the list so far, as already listed:
SMILES	NS5 inhibitors	WT yeast gro inh	WT yeast gro inh mutant strain	West Nile virus CPE	XIAP displacement	Large T inhibition	RSV CPE inhibition	ER stress rescue	K1F lysis inhibition	Yfh1-off respiration	others
Cn1c(CCNC(=O)C(C)(C)C)nc2ccccc21	-2%	-1	-8	-0.1%	-4.9%	9%	2.8%	-1.1%	0.3%	i
CCCn1c(=O)c2ccccc2n2c(SC(C)C(N)=O)nnc12 (stereo unspecified)	-1%	/	/	-0.3%	/	1%	1.4%	/	0.1%	/

Continuation:
SMILES	NS5 inhibitors	WT yeast gro inh	WT yeast gro inh mutant strain	West Nile virus CPE	XIAP displacement	Large T inhibition	RSV CPE inhibition	ER stress rescue	K1F lysis inhibition	Yfh1-off respiration	others
Clc1ccc2c(c1)C(N1CCNCC1)Cc1ccccc1S2 (stereo unspecified)	-8%	90	95	/	-0.6%	15%	-2.1%	-9.5%	-19%	/
CCc1ccc(CN(C)CC(O)COc2cccc3ccccc23)cc1 (stereo unspecified)	-1%	/	/	-0.1%	/	7%	?	/	1.0%	/
O=S(=O)(c1ccc(Cl)cc1)c1cnc2ccccc2n1	/	-9	0	2.6%	-6.2%	3%	1.2%	-1.3%	2.1%	i
O=C(/C=C/c1ccc(F)cc1)N1CCCN(C(=O)/C=C/c2ccc(F)cc2)CC1	-2%	16	10	-0.7%	-3.7%	6%	10%	2.2%	0.6%[50 µM]	i
COc1ccc(NC(=O)c2cccc(N3C(=O)c4ccc(C(=O)Nc5ccc(OC)c(O)c5)cc4C3=O)c2)cc1O	0%	/	/	-0.4%	/	2%	1.7%	/	0.1%[50 µM]	/
CCOC(CCNC(=O)c1cn(CCOC)c(=O)c2c1c1ccccc1n2C)OCC	-12%	/	/	0.1%	/	13%	1.1%	/	-0.2%	/
O=C(CN1CCN(c2ccccn2)CC1)NCCc1ccccc1	-6%	10	6	0.4%	-2.9%	5%	0.9%	-0.6%	0.5%	i
CCc1ccc(C(=O)Nc2nc(C)cs2)s1	-5%	/	/	-1.2%	/	-2%	8.7%	/	-0.3%	/
O=C(O)C1=C[C@@H](c2coc3ccccc3c2=O)C[C@@H](OCc2ccc(CO)cc2)O1	-3%	0	6	-0.3%	-3.1%	5%	0.8%	-1.4%	2.8%	i
CCCCC(=O)NC(=S)Nc1cccc(NC(=O)c2ccccc2)c1	-4%	7	19	-0.8%	-1.9%	11%	1.4%	0.1%	-0.3%	i
CN(C)C(=O)COc1ccc2c3c(c(=O)oc2c1)CCCC3	-11%	/	/	-0.7%	/	6%	0.3%	/	0.0%	/
COc1ccc(OCC(=O)Nc2cc(-c3nn(C)c(=O)c4ccccc34)ccc2OC)cc1	-3%	-18	-52	1.8%	-2.2%	1%	2.2%	0.8%	-0.2%	i
CC(=O)Nc1ccc(NC(=O)C(C)OC(=O)CCCc2c[nH]c3ccccc23)cc1 (stereo unspecified)	0%	/	/	/	/	11%	-0.3%	/	0.7%[50 µM]	/
O=C(Nc1nnc(COc2ccc(F)cc2)s1)Nc1ccccc1F	/	/	/	0.3%	/	-1%	3.8%	/	/	i
CCc1ccc(NC(=O)C(=O)N/N=C(\C)CC(=O)Nc2ccc(OC)cc2)cc1	-6%	1	-5	0.1%	-3.8%	8%	1.1%	-0.5%	0.9%	i
CCOc1cc(C(=O)Nc2ccc(F)cc2)cc(Br)c1OC	0%	-1	5	-0.7%	-9.7%	8%	22%	-3.1%	0.1%	i
CCCCSCCCNC(=O)Nc1ccc(C)c(C)c1	-2%	28	26	-0.5%	-4.0%	10%	5.0%	0.1%	0.2%	i
O=C(NCc1cccnc1)/C(=N\O)c1ccccc1	0%	3	-4	-0.2%	-1.6%	14%	-0.2%	-1.1%	0.3%	i
